Compound activity as filed in PubChem.
IDE cell inh – cellular human IDE inhibition. P14735. HEK cells, FAbetaB cleavage, fluorescence polarization. inhibition, % at 5.59 µM. 320,000 tested, 0.41% active. AID 434962;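 active = percent inhibition above the average of all tested compounds plus 3 SD, set per screening campaign, cut at about 16% in these data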;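 note: IDE supplied by intact live HEK cells; FP after avidin binding of uncleaved biotin substrate so inhibition keeps polarization high; 0% = DMSO wells and 100% = 60 µM reference IDE inhibitor Ii1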
Target sequence (P14735 whole entry, looked up): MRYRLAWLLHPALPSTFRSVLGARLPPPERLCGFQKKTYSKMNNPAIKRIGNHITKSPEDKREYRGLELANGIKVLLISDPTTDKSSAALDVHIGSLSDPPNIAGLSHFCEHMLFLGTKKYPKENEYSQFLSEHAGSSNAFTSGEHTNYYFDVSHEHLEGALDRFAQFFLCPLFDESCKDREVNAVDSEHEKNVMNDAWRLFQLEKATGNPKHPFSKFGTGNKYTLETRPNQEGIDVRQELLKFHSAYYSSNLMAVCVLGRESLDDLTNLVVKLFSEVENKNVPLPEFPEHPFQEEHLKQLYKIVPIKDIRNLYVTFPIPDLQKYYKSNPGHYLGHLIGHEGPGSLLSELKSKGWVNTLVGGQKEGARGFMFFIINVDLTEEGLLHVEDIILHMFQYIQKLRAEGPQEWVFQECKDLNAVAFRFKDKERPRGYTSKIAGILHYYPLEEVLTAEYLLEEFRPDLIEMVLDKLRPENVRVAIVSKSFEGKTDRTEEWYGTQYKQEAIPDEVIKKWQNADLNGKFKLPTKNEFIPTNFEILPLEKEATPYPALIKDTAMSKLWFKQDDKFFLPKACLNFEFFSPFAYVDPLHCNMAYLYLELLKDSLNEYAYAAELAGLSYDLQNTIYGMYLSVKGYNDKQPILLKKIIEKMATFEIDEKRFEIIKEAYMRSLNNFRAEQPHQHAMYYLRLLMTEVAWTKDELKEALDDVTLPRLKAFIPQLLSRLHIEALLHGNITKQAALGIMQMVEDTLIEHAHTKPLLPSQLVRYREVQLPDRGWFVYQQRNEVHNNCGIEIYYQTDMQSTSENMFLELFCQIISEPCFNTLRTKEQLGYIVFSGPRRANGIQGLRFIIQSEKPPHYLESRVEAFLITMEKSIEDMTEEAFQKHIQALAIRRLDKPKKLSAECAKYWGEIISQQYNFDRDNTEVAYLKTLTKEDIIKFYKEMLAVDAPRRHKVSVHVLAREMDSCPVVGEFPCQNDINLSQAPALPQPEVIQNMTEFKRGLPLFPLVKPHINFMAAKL
M4 antag – antagonists of human muscarinic M4 receptor (CHRM4) | P08173 | CHO-hM4 cells, ACh EC80, Fluo-8 calcium fluorescence | inhibition, % at 3 µM | 360,000 tested, 0.73% active | AID 624125;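 active = inhibition above its plate's cutoff, the mean inhibition of sample wells plus 3 SD, cut at about 27% in these data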;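 note: 0% = acetylcholine EC80 with DMSO and 100% = DMSO without agonist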
CRFR2-BP antag – blocks CRF-induced signaling of the CRF-BP/CRF-R2 complex; HEK293 CRF-R2/CRF-BP, CRF-induced calcium fluorescence; inhibition, % at 11.8 µM; AID 588475; 350,000 tested, 0.59% active;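 active = inhibition of the ligand-induced calcium signal above about 50% at the single tested concentration, limit read from the data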
CRFR2-BP ag – agonists of human CRF-binding protein/CRF-R2 receptor complex; HEK293 CRF-R2/CRF-BP, calcium dye fluorescence (FLIPR); percent of saturating CRF peptide response; activation, % at 13.2 µM; 350,000 tested, 0.46% active;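 active = activation of at least 50%, plus an integration ratio under a set limit after plate pattern correction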;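 note: plate controls were neutral control wells without compound for no effect and CRF at EC100 for full effect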
CHRM5 PAM – potentiates acetylcholine response at human M5 receptor; P08912; CHO-K1 hM5, Fluo-8 calcium, ACh EC20 PAM; 0% = ACh EC20, 100% = ACh EC100; activation, % at 3 µM; 360,000 tested, 0.3% active; AID 624038;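 active = activation above the run cutoff, the mean activation of all test compounds plus 3 SD, cut at about 18% in these data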
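System: CHO-K1 cell line with stable human muscarinic M5 receptor expression | Also added: EC20 acetylcholine as agonist stimulus | Compound: One concentration, 3 µM final (nominal) | Timing: Fluo-8 loading 80 min at 37 °C plus 30 min room temperature | Measured by: Fluo-8 calcium dye fluorescence, kinetic read | Read-out basis: % activation, ACh-normalized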
M4 ag – agonists of human muscarinic M4 receptor (CHRM4); P08173; CHO-K1 hM4/Gqi5, Fluo-8 calcium fluorescence; vehicle 0%, full acetylcholine response 100%; activation, % at 3 µM; 360,000 tested, 0.14% active; AID 624127;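 active = activation above the run mean over all test wells plus 3 SD, cut at about 32% in these data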;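 note: peak over basal fluorescence ratio per well then scaled between controls; 0% = DMSO wells and 100% = acetylcholine at EC100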
CHRM4 PAM – positive allosteric modulators of human muscarinic M4 receptor; 360,000 tested, 0.4% active; CHO-K1 hM4/Gqi5, Fluo-8 calcium fluorescence, ACh EC20; 0% = ACh EC20, 100% = maximal ACh; activation, % at 3 µM; P08173;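 active = activation above its plate's cutoff, the mean activation of sample wells plus 3 SD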; note: some results filed as inactive read as strong as hits
M5 ag – agonists of human muscarinic M5 receptor (CHRM5); CHO-K1 hM5 cells, Fluo-8 calcium fluorescence; 0% DMSO wells, 100% maximal acetylcholine response; activation, % at 3 µM; 360,000 tested, 0.19% active;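 active = activation above the run's mean over test compounds plus 3 SD, cut at about 23% in these data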;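 note: signal is peak over basal fluorescence ratio across the kinetic read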
CHRM5 antagonist – CHRM5 antagonism in calcium assay | 360,000 tested, 0.59% active | inhibition, % at 3 µM | CHO-hM5 cells, Fluo-8 calcium fluorescence, ACh EC80;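 active = inhibition above a per-plate cutoff, the mean of that plate's test compounds plus 3 SD, cut at about 27% in these data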;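 note: 0% = acetylcholine EC80 with DMSO and 100% = DMSO without agonist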
* hit, by the source's call; x = no result given.

1	O=C(NCC(c1ccc(F)cc1)N1CCOCC1)c1ccc([N+](=O)[O-])o1 (configuration not stated)
2	CCOc1ncccc1C(=O)NCc1ccc(OC)cc1
3	COc1ccc(Cc2nnc(NS(=O)(=O)c3ccc(Cl)cc3)s2)cc1OC
4	Cc1cccc(N(CC(=O)N2CCCC2)S(=O)(=O)c2ccccc2)c1
5	CCOC(=O)/C=C(\C)Nc1cc(C)nn1-c1ccccc1
6	N#C/C(=C(/O)CCCl)c1ccccn1

assay / entry	1	2	3	4	5	6
IDE cell inh	-4	2	0	-6	-5	0
M4 antag	3	5	-1	-5	0	2
CRFR2-BP antag	-2	7	20	-13	35	-8
CRFR2-BP ag	-2.3	-2.0	1.9	-2.5	-6.8	-0.2
CHRM5 PAM	-7	-1	-5	-5	-5	-1
M4 ag	2	0	1	0	0	0
CHRM4 PAM	2	9	-2	-4	-1	-5
M5 ag	1	-1	0	-4	-3	-7
CHRM5 antagonist	14	1	15	-1	8	6

7	CCOC(=O)c1cccc(NC(=O)C2CCCN(S(=O)(=O)c3cnc[nH]3)C2)c1 (configuration not stated)
8	O=C(COC(=O)C1CCN(c2ccc(C(F)(F)F)cn2)CC1)Nc1cccc(F)c1
9	COC(=O)c1sccc1NC(=O)CSc1ccccc1NS(=O)(=O)c1ccc(F)cc1
10	Cc1ccc(CNC2CCCCC2)s1
11	N#Cc1ccc(C(=O)N2CCCCC2c2cc(C(=O)NCc3ccccc3)no2)cc1 (configuration not stated)
12	CCOc1ccc(S(=O)(=O)N2CCCC(C(=O)NCc3ccccc3)C2)cc1 (configuration not stated)

assay / entry	7	8	9	10	11	12
IDE cell inh	2	8	3	-2	x	-1
M4 antag	-16	-18	-4	4	-17	3
CRFR2-BP antag	1	13	-5	-7	x	4
CRFR2-BP ag	0.0	6.7	2.3	1.9	x	-12
CHRM5 PAM	0	-15	-10	-2	-4	-8
M4 ag	1	8	4	0	3	1
CHRM4 PAM	9	6	-1	-6	1	-4
M5 ag	1	-5	-2	-1	1	-3
CHRM5 antagonist	-10	2	3	14	9	12

13	N#C/C(=C(/O)CN1CCN(c2ccccc2F)CC1)c1nc(-c2ccc(Cl)cc2)cs1
14	Cc1cc(C(C)(C)C)oc1C(=O)OCC(=O)NC1CCCCC1
15	CCOC(=O)C1CCN(c2ccc([N+](=O)[O-])cc2)CC1
16	COc1cc(/C=N/N=C2/NC(=O)C(Cc3ccccc3)S2)ccc1O (configuration not stated)
17	CCOC(=O)CSc1nc2sc3c(c2c(=O)n1-c1ccccc1)CCN(C(C)C)C3
18	CN(CC(=O)Nc1cccc(F)c1)C(=O)c1cccc2ccccc12

assay / entry	13	14	15	16	17	18
IDE cell inh	1	-3	3	1	-1	-1
M4 antag	4	4	-4	-7	-13	5
CRFR2-BP antag	2	4	37	-8	1	-14
CRFR2-BP ag	-1.4	-1.2	-0.2	0.3	5.3	2.2
CHRM5 PAM	-6	4	-9	-9	3	0
M4 ag	-2	0	6	1	1	5
CHRM4 PAM	9	-1	7	0	-1	1
M5 ag	2	-2	-1	1	-3	1
CHRM5 antagonist	5	6	7	-2	-8	1

19	Cc1ccccc1-n1c(SC2CCOC2=O)nnc1-c1ccncc1 (configuration not stated)
20	CN1C(=O)C(O)(CC(=O)/C=C/c2ccco2)c2cc(Br)ccc21 (configuration not stated)
21	Cc1cc(C(=O)N/N=C/c2ccc(Cl)c([N+](=O)[O-])c2)c(C)n1-c1ccc(F)cc1
22	O=C(CN(Cc1ccccc1)S(=O)(=O)c1ccc(Cl)cc1)NCC1CCCO1 (configuration not stated)
23	O=C(C[n+]1ccc2c(c1)nnn2-c1ccccc1)c1ccc(Cl)cc1
24	CN1c2ccccc2C(C)(C)C12C=Nc1c(ccc3ccccc13)O2 (configuration not stated)

assay / entry	19	20	21	22	23	24
IDE cell inh	7	-3	-2	4	10	-12
M4 antag	-9	-3	7	-9	1	-4
CRFR2-BP antag	13	-7	24	-1	-2	23
CRFR2-BP ag	2.8	-1.7	-2.0	-0.6	-0.6	0.0
CHRM5 PAM	15	2	-14	3	0	-7
M4 ag	1	1	-1	3	1	4
CHRM4 PAM	0	4	-4	-5	-1	-3
M5 ag	2	-3	-5	1	0	3
CHRM5 antagonist	-8	4	18	-3	2	-1

25	Cc1ccc(C)c(S(=O)(=O)N2CCN(c3ncccn3)CC2)c1
26	COc1ccc2c(c1)N1CCN=C1N2C
27	Cc1cc(C(=O)CSc2nc3ccccc3[nH]2)c(C)n1CC1CCCO1 (configuration not stated)
28	O=C(COc1ccccc1F)NC12CC3CC(CC(C3)C1)C2
29	COC(=O)c1cc2cc(Cl)ccc2nc1SC
30	CC(=O)Nc1ccc(S(=O)(=O)NC2(C(F)(F)F)C(=O)Nc3c2c(=O)n(C)c(=O)n3C)cc1 (configuration not stated)

assay / entry	25	26	27	28	29	30
IDE cell inh	2	1	6	-2	8	-1
M4 antag	-2	1	66*	-3	-4	3
CRFR2-BP antag	-4	-3	-37	3	-22	-12
CRFR2-BP ag	0.2	0.7	2.8	-1.2	2.3	-3.3
CHRM5 PAM	-5	0	-23	5	4	-3
M4 ag	3	1	35*	-1	-1	0
CHRM4 PAM	-3	-1	-17	-4	-6	1
M5 ag	-6	-3	10	0	-1	0
CHRM5 antagonist	7	-2	60*	-2	7	8

Filtered by structure: those above containing an aryl thioether with sulfur outside any ring (5)
9	COC(=O)c1sccc1NC(=O)CSc1ccccc1NS(=O)(=O)c1ccc(F)cc1
17	CCOC(=O)CSc1nc2sc3c(c2c(=O)n1-c1ccccc1)CCN(C(C)C)C3
19	Cc1ccccc1-n1c(SC2CCOC2=O)nnc1-c1ccncc1 (configuration not stated)
27	Cc1cc(C(=O)CSc2nc3ccccc3[nH]2)c(C)n1CC1CCCO1 (configuration not stated)
29	COC(=O)c1cc2cc(Cl)ccc2nc1SC

assay / entry	9	17	19	27	29
IDE cell inh	3	-1	7	6	8
M4 antag	-4	-13	-9	66*	-4
CRFR2-BP antag	-5	1	13	-37	-22
CRFR2-BP ag	2.3	5.3	2.8	2.8	2.3
CHRM5 PAM	-10	3	15	-23	4
M4 ag	4	1	1	35*	-1
CHRM4 PAM	-1	-1	0	-17	-6
M5 ag	-2	-3	2	10	-1
CHRM5 antagonist	3	-8	-8	60*	7

The list continues.
31	O=C(Nc1cccc2ccccc12)N1CCOCC1
32	COc1ccc(C(=O)C2CCCN(Cc3ccc(NC(C)=O)cc3)C2)cc1OC (configuration not stated)
33	COc1cc(OC)cc(C(=O)N[C@H](C(=O)OCC(=O)Nc2cccnc2Cl)C(C)C)c1
34	COc1ccc(Cl)cc1C(=O)OCC(=O)N(CC(C)C)c1c(N)n(Cc2ccccc2)c(=O)[nH]c1=O
35	COc1ccc(NC(=O)CS(=O)CC(=O)Nc2ccc(-n3cnnn3)c(C)c2)cc1 (configuration not stated)
36	CCN(CC)C1=NS(=O)(=O)c2cc([N+](=O)[O-])ccc21

assay / entry	31	32	33	34	35	36
IDE cell inh	0	1	0	4	6	1
M4 antag	5	4	12	8	7	-3
CRFR2-BP antag	11	6	1	-18	-7	18
CRFR2-BP ag	-1.3	0.1	-0.3	-2.9	-1.2	0.4
CHRM5 PAM	-3	4	-10	-7	1	-2
M4 ag	0	1	1	1	3	-1
CHRM4 PAM	3	-9	-2	-4	3	0
M5 ag	-1	-20	1	2	0	-3
CHRM5 antagonist	1	-3	3	2	-2	6

37	CCN(CC)CCCNC(=O)C1c2ccccc2C(=O)N1Cc1ccc(C)cc1 (configuration not stated)
38	Cc1ccc(NC(=O)C2CCN(S(=O)(=O)c3cccc4cccnc34)CC2)nc1
39	CCN(CC)CCNc1ccc2nnc(CCNS(=O)(=O)c3ccc(C)cc3)n2n1
40	COc1ccc(/C=N/Nc2ncnc3scc(-c4ccccc4)c23)cc1OC
41	Cc1ccc(S(=O)(=O)NCC(=O)OCC(=O)NC2CCCCC2)cc1
42	O=C(NCCS(=O)CCNC(=O)C(F)(F)F)C(F)(F)F

assay / entry	37	38	39	40	41	42
IDE cell inh	-5	-5	0	3	9	4
M4 antag	-7	-10	6	7	-11	-1
CRFR2-BP antag	-15	8	13	2	-2	-7
CRFR2-BP ag	-1.6	-0.8	0.4	-0.2	-1.4	0.0
CHRM5 PAM	3	-11	-7	-9	-3	-6
M4 ag	1	15	1	5	2	-1
CHRM4 PAM	0	-8	-3	-17	2	3
M5 ag	-1	4	-4	-1	5	-1
CHRM5 antagonist	3	1	12	11	18	1

43	Cc1ccc(C(=O)O/N=C/c2c(C(F)(F)F)nn(C)c2Sc2ccc(Cl)cc2)cc1
44	COc1ccccc1C(CNC(=O)CNC(=O)c1cccc(Cl)c1)N1CCCC1 (configuration not stated)
45	O=S(=O)(c1cccc2c(S(=O)(=O)N3CCCC3)cccc12)N1CCCC1
46	CC1(C)CCN2CCC(C)(C)c3c(O)ccc1c32
47	O=C1CC(N2CCN(c3ccccn3)CC2)C(=O)N1CC(c1ccccc1)c1ccccc1 (configuration not stated)
48	Cc1cccn2c(=O)c3cc(S(=O)(=O)c4ccc(F)cc4)c(=N)n(Cc4ccco4)c3nc12

assay / entry	43	44	45	46	47	48
IDE cell inh	3	x	-6	11	-4	0
M4 antag	13	-8	-6	26	0	-15
CRFR2-BP antag	-23	-1	1	-82	-4	5
CRFR2-BP ag	5.3	-0.9	-1.0	118*	1.0	16
CHRM5 PAM	-5	-22	9	-16	-14	5
M4 ag	0	0	1	30	8	1
CHRM4 PAM	-2	-1	8	-13	-4	-7
M5 ag	1	-10	-1	95*	-4	3
CHRM5 antagonist	1	12	-5	41*	7	-1

49	CC(C)=CC(=O)N1CCC(N2CCC(C(=O)N3CCOCC3)CC2)CC1
50	CCOc1ccc(NC(=O)CN(C)C(=O)CN2C(=O)C3CC=CCC3C2=O)cc1OCC (configuration not stated)
51	Cc1cc(N(C)C)c(C#N)c(N2CCOCC2)n1
52	CC(=O)NCCc1cc2cc(C)c(C)cc2[nH]c1=O
53	Cc1ccnc(NC(=O)C2(c3cccs3)CCOCC2)c1
54	COc1cc(/C=N/NC(N)=O)ccc1OC(=O)c1ccco1

assay / entry	49	50	51	52	53	54
IDE cell inh	-1	3	0	-2	3	-1
M4 antag	-7	1	0	9	9	-3
CRFR2-BP antag	-2	-5	-5	0	10	-4
CRFR2-BP ag	-0.8	-1.0	-1.3	0.8	-1.4	-1.0
CHRM5 PAM	6	4	-6	6	2	-3
M4 ag	0	1	0	0	0	1
CHRM4 PAM	-3	6	-2	9	-6	-1
M5 ag	4	3	0	-4	0	-1
CHRM5 antagonist	-8	-3	0	10	-9	8

55	CC(C)(C)C(=O)Nc1ccc(-c2nnc3n2CCCCC3)cc1
56	CC1CC(C)(C)CC2(C1)NC(=O)N(CC(=O)NCCc1c[nH]c3ccccc13)C2=O (configuration not stated)
57	Cc1cc(NC(=O)CSc2nnc(C)n2-c2ccccc2)no1
58	COc1cc([N+](=O)[O-])ccc1NC(=O)CSc1nccn1C
59	Cc1cc(C)n2nc(C(=O)Nc3c(C)nn(Cc4ccc(F)cc4)c3C)cc2n1

assay / entry	55	56	57	58	59
IDE cell inh	x	-2	-1	-1	-2
M4 antag	0	-7	-11	-2	-2
CRFR2-BP antag	5	-5	-9	8	19
CRFR2-BP ag	1.5	-0.9	0.5	0.6	0.8
CHRM5 PAM	0	-6	11	10	2
M4 ag	1	3	1	1	3
CHRM4 PAM	12	-3	9	4	-11
M5 ag	-2	1	-4	-15	3
CHRM5 antagonist	7	6	-1	3	-9

An unsorted share of the library; overall some 2.9% were active at least once.
